FXIa inh 1536: blocks human coagulation factor XIa protease activity. AID 798. purified FXIa, Boc-Glu-Ala-Arg-AMC fluorogenic substrate. 0.14% of 220,000 active. inhibition, % at 5 µM;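 active = inhibition of at least 40%; inactive = inhibition below 40%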;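 also: fluorescence of freed AMC excited at 355 nm; 0% = enzyme without compound and 100% = no enzyme blank; many of its hits are not listed in these tables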
hK5 inh: inhibitors of human kallikrein 5; Q9Y337; recombinant hK5, fluorogenic AMC substrate cleavage; inhibition, % at 5 µM; 0.59% of 210,000 active; AID 873;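 active = inhibition of 40% or more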;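 also: 0% = enzyme controls without compound and 100% = no-enzyme blanks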
p97 ATPase inh: human p97 ATPase inhibition. P55072. recombinant p97 ATPase, Kinase-Glo ATP luminescence, 3 h. inhibition, % at 8 µM. 0.42% of 220,000 active. AID 1481; in the data active = inhibition above about 15%;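 also: 0% = DMSO vehicle and 100% = wells lacking enzyme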
FXIIa inh: inhibitors of human coagulation factor XIIa. P00748. purified FXIIa, Boc-QGR-AMC fluorogenic substrate, 2 h. inhibition, % at 5 µM. 0.3% of 220,000 active; in the data active = inhibition above about 40%;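 also: 0% = enzyme with no compound and 100% = blank without enzyme; many of its hits are not listed in these tables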
Wee1 stabilizer: human Wee1 degradation inhibition, primary screen. AID 1321. 1.2% of 220,000 active. P30291. reporter increase, % at 5 µM. HeLa Luc-Wee1K328M stability, luciferase luminescence; 100% = proteasome inhibitor MG132 effect;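 active = activation above the mean of all tested compounds plus 3 SD, set per screening run, cut at about 8.8% in these data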;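 also: cells exposed to compound for 20 h before luminescence read; 0% = DMSO alone and 100% = MG132 at 30 µM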
Furin inh: human furin inhibition | P09958 | purified furin, fluorogenic substrate cleavage | inhibition, % at 30 µM | 0.061% of 220,000 active; in the data active = inhibition above about 25%; also: inactives centre near -15
PERK inhibitor: inhibitors of human PERK kinase | AID 1416 | Q9NZJ5 | 0.17% of 220,000 active | inhibition, % at 5.6 µM | CHO PERK-DD fusion, SEAP luminescence translation reporter;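 active = inhibition above the mean inhibition of all tested compounds plus 3 SD, set separately per screening campaign, cut at about 2.9% in these data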;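 also: PERK kinase domain activated by AP20187 dimerizer at 100 nM; 0% = DMSO with dimerizer and 100% = rapamycin at 8.4 µM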
thrombin 1536: inhibitors of human thrombin | P00734 | 0.26% of 220,000 active | inhibition, % at 5 µM | alpha-thrombin, Boc-VPR-AMC fluorogenic substrate cleavage;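 active = inhibition at or above 40%; inactive = inhibition below 40%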;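 also: 0% = enzyme with no compound and 100% = wells without enzyme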
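System – human alpha-thrombin protein · Reagent – Boc-VPR-AMC substrate, 15 µM final · Compound – 5 µM single dose in 0.2% DMSO · Schedule – reaction at room temperature · Technique – AMC fluorescence at 355 nm excitation and 460 nm emission · Read-out basis – % inhibition relative to enzyme controls and enzyme-free blanks · Control set – no-compound enzyme wells and no-enzyme blanks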
KCC2 mod: KCC2 (human) Cl- transport modulation | 2.2% of 190,000 active | AID 1456 | Q9H2X9 | B-score of Tl+ flux slope (higher = more flux/activation; lower = inhibition) at 10 µM | KCC2 cells, thallium flux FluoZin-2 fluorescence;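 active = thallium flux slope and its plate-corrected score both differing from the plate sample mean at a set confidence after two filtering rounds, in either direction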;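 also: slope of fluorescence scaled to starting intensity during 10 to 20 s after thallium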
Target sequence (Q9H2X9 whole entry, looked up): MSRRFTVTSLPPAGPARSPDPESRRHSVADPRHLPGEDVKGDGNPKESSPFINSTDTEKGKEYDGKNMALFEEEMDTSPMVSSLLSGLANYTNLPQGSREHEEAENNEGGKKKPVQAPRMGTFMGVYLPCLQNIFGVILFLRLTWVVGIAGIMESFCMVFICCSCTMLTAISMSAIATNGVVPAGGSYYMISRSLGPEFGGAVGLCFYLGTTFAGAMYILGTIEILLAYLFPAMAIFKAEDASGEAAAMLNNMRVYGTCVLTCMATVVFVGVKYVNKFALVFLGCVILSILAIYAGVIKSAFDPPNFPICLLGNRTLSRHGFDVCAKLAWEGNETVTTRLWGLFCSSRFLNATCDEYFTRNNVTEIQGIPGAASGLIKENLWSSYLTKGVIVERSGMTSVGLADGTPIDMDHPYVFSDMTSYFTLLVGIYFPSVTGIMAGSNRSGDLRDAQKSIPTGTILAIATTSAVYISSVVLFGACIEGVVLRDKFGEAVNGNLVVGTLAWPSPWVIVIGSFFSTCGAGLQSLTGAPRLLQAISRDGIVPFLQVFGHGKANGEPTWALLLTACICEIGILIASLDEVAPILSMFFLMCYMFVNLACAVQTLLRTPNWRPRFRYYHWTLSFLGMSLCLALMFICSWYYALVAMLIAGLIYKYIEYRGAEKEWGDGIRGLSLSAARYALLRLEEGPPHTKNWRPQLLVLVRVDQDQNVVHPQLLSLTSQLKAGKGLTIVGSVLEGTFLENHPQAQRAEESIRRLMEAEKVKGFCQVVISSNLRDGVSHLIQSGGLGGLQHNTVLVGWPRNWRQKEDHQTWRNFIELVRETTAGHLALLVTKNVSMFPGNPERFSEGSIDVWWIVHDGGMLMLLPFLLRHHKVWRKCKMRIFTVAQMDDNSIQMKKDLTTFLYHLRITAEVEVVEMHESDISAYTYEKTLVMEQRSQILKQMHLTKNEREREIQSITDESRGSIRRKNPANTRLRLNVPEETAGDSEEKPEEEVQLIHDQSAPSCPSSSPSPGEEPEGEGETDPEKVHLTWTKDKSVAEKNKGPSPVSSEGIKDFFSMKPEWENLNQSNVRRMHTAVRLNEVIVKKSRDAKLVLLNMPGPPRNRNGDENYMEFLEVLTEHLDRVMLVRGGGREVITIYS
An asterisk follows results filed as active; i = inactive; / = no result given; [ ] = another dose, or the depositor's remark.

no.	Structure	FXIa inh 1536	hK5 inh	p97 ATPase inh	FXIIa inh	Wee1 stabilizer	Furin inh	PERK inhibitor	thrombin 1536	KCC2 mod
1	Cc1ccc(NC(=O)Cn2c(CCC(=O)O)ccc2-c2cccs2)cc1Cl	1	/	2	8	-1	-21	1.3	-6	-0.58
2	O=c1[nH]cc(N(CCO)CCO)c(=O)[nH]1	-5	-5	0	1	9.5*	-16	0.3	-10	0.5
3	C#CCSc1nnc(-c2ccc([N+](=O)[O-])cc2)o1	0	-5	5	5	1	-15	1.4	0	0.079
4	Nc1[nH]nc2nc3ccccc3cc12	1	-4	5	1	-2	1	1.7	-10	0.58
5	Cc1ccc(NC(=O)Cn2cccc2)cc1Cl	16	1	0	32	0	7[20 µM]	2.9*	6	-1.1
6	Cc1ccc(-c2csc3ncnc(SCC(=O)Nc4nnc(C)s4)c23)cc1	-6	0	1	-5	-1	-13[20 µM]	0.8	-12	/
7	C/C(N)=C(/C#N)C(=O)CSc1nc2ccccc2c(=O)n1Cc1ccc(C)cc1	-1	-6	-5	6	2	-7	0.6	3	22*
8	COc1cc(/C=C/C(=O)O)cc2c1OCCO2	-7	-6	2	-2	-2	-3	-0.6	-7	-0.23
9	O=C(c1ccc(Cl)cc1)c1cc(-c2ccccn2)c(N2CCOCC2)s1	-3	4	-6	-3	-3	6[20 µM]	-0.9	-5	-0.9
10	Cc1ccc(NC(=O)CS(=O)CC(=O)N(C2CCCC2)C(C)C(=O)NC2CCCCC2)cc1 (stereo unspecified)	11	11	2	10	1	-9[20 µM]	-0.8	-2	-1.7
11	COc1cccc(NC(=O)NCCc2ccc(Cl)cc2)c1	-1	-9	3	11	4	-22	-0.1	6	-0.25
12	O=C(COC(=O)CNC(=O)c1ccccc1F)Nc1ccc2c(c1)OCCO2	2	-12	1	12	-2	-13	1.5	-12	-0.13
13	CCCCCCn1c(=O)[nH]c2nc3cc(N)c(C)cc3nc2c1=O	10	-6	6	12	2	-14	0.3	0	i
14	O=C(CN1C(=O)c2ccccc2C1=O)OCC(=O)N1CCc2ccccc2C1	-5	-15	0	11	1	-13	0.9	2	-0.96
15	Oc1c(C(c2ccccc2)N2CCCCC2)sc2ncnn12 (stereo unspecified)	5	2	8	10	-2	-29	0.7	-3	0.1
16	CCNC(=S)NNC(=O)c1csc(C)c1	-2	-19	1	-2	0	-17	1.5	-8	0.37
17	C[C@@H]1CC=C[C@H]2[C@H]1C(=O)N(Cc1ccccc1)[C@H]2c1ccc(-c2ccc(N(C)C)cc2)cc1F	0	3	/	4	/	-35	/	1	1.2
18	COc1ccc(C[C@H]2CN3C(=NC[C@@H]3Cc3ccc(O)cc3)N2CCNC(=O)c2ccc(C)c(Br)c2)cc1	-2	1	13	5	2	-30	1.9	-1	-2.4
19	CCNC(=S)NC1CC2CCC(C1)N2Cc1ccccc1 (stereo unspecified)	0	2	7	-1	-1	-26[20 µM]	1.0	-2	/
20	CNC(=O)/C(=N\O)c1ccccc1	3	-15	0	5	1	-19	0.8	1	1.5
21	CC(=O)N1CCc2cc(N=NC3=C(O)CC(C)(C)CC3=O)ccc21	-1	1	1	3	17*	-5	0.6	-3	0.27
22	CN1CCC(N(C)C(=S)NC(=O)c2cc(-c3cccc(Br)c3)nc3ccccc23)CC1	3	2	1	12	2	-2	-0.7	0	16*
23	Cc1nc2c(c3c1[nH]c1ccccc13)C(=O)CC(C)(C)C2	-3	-40	0	4	8	-2[20 µM]	-0.8	-5	-0.35
24	Cc1sc(NC(=O)CSc2ncn(-c3ccccc3)n2)nc1-c1ccccc1	-3	-6	1	0	0	-17[20 µM]	0.1	-9	0.00097
25	Cc1ccc(C2=Nc3ccc(Br)cc3C(c3ccncc3)=NN2)cc1	3	8	0	11	5	-10	-0.3	-6	-1.3
26	CC(=O)/C(=N/Nc1ccccc1)Sc1nnc(C(O)c2ccccc2)n1-c1ccccc1 (stereo unspecified)	20	-6	6	22	3	-15	0.7	-7	-1.1
27	CC(C)C(Nc1ccc(S(=O)(=O)N2CCOCC2)cc1[N+](=O)[O-])C(=O)O (stereo unspecified)	1	13	6	3	4	-26	1.0	-2	0.66
28	N#CC1=C(N)C(C#N)(C#N)C(c2cccnc2)C2CN(C(=O)OCc3ccccc3)CC=C12 (stereo unspecified)	7	-9	0	14	-1	-17[20 µM]	-1.1	-4	0.18
29	Brc1ccccc1/C=N/Nc1ccc2ccccc2n1	1	-2	6	9	8	-15	0.9	-12	-0.51
30	O=C(CCn1c(=O)c2sccc2n(Cc2cc(=O)n3ccccc3n2)c1=O)NCc1ccco1	-3	-6	-7	-3	-2	-11	-0.2	4	0.27
31	CCCC(=O)Nc1sc(C)c(C)c1C(=O)Nc1cccc(C)c1	7	-60	5	10	3	-34	0.5	0	0.92
32	COc1cc(C(=O)NNC(=O)c2ccc(S(=O)(=O)N3CCCCC3)cc2)cc(OC)c1OC	16	-3	-2	22	5	5	0.3	7	0.77
33	CCOC(=O)C1=C(O)c2ccccc2C(=O)/C1=C\c1ccc(C)cc1	4	-3	9	16	-1	-25	-0.4	1	3.3*
34	O=[N+]([O-])/C=C/c1cc2ccccc2[nH]1	2	0	7	7	5	-11	-1.1	-2	-1.2
35	CC(C)OC(=O)CN1C(=O)S/C(=C/c2ccc(N3CCCCC3)o2)C1=O	6	5	-1	20	1	-22[20 µM]	0.1	3	-0.6
36	N/C(=N\OC(=O)CCCc1ccccc1)c1ccc([N+](=O)[O-])cc1	2	-12	3	3	-3	-25	1.0	-4	-2.6
37	CN(C1CCS(=O)(=O)C1)S(=O)(=O)c1ccccc1 (stereo unspecified)	1	3	6	8	0	-20	0.7	-8	-0.49
38	O=C(NC1CCCCCC1)c1ccc(OCC2CCCO2)cc1 (stereo unspecified)	0	-1	1	16	1	-18	1.7	3	0.47
39	O=C(c1ccncc1)N1CCN(C(=O)c2ccco2)CC1	3	9	2	16	0	-16[20 µM]	1.6	2	/
40	Cc1noc(C)c1COC(=O)C1COc2ccccc2O1 (stereo unspecified)	0	2	2	7	0	-25	2.2	-1	-1.1
41	Cc1cc(-c2nnc(CCC(=O)N(C)CCc3ccccc3)o2)no1	-1	-1	-2	3	-2	-8	-1.6	2	-0.05
42	CC(=O)c1c(C)nn(C(C)CC(=O)O)c1C (stereo unspecified)	-4	3	-2	9	1	-27[20 µM]	1.5	31	-0.13
43	CCOC(=O)Cn1nc(C)n(-c2ccc(Br)cc2)c1=O	-5	-10	9	2	0	-19	0.0	-5	-0.084
44	Cc1ccc(-c2nnn(CC(=O)N(c3ccccc3F)C(C(=O)NC3CCCC3)c3ccco3)n2)o1 (stereo unspecified)	5	-21	-5	10	-1	-11	-0.9	5	0.12
45	CC1CN(S(=O)(=O)c2ccccc2)C(C)CN1S(=O)(=O)c1ccccc1 (stereo unspecified)	2	-8	-5	10	-3	-10[20 µM]	0.1	-2	0.71
46	COc1ccc(C(=O)NCc2ccccc2)cc1Br	5	-5	6	4	-2	-18	0.0	-20	-0.56
47	Cc1ccccc1OCCSc1nnc(-c2cccnc2)n1N	-4	-13	-1	6	0	-13	0.0	-21	-1.6
48	COc1ccccc1Nc1nc(N)nc(CSc2nccc(C)n2)n1	-5	2	2	4	-2	-4[20 µM]	0.2	-10	-1.3

Fetched by compound from the entries so far (5):
no.	Structure	FXIa inh 1536	hK5 inh	p97 ATPase inh	FXIIa inh	Wee1 stabilizer	Furin inh	PERK inhibitor	thrombin 1536	KCC2 mod
45	CC1CN(S(=O)(=O)c2ccccc2)C(C)CN1S(=O)(=O)c1ccccc1 (stereo unspecified)	2	-8	-5	10	-3	-10[20 µM]	0.1	-2	0.71
41	Cc1cc(-c2nnc(CCC(=O)N(C)CCc3ccccc3)o2)no1	-1	-1	-2	3	-2	-8	-1.6	2	-0.05
42	CC(=O)c1c(C)nn(C(C)CC(=O)O)c1C (stereo unspecified)	-4	3	-2	9	1	-27[20 µM]	1.5	31	-0.13
46	COc1ccc(C(=O)NCc2ccccc2)cc1Br	5	-5	6	4	-2	-18	0.0	-20	-0.56
47	Cc1ccccc1OCCSc1nnc(-c2cccnc2)n1N	-4	-13	-1	6	0	-13	0.0	-21	-1.6

High-throughput results as filed in PubChem.
